Screening results: PubChem BioAssay, several laboratories
PfM18AAP inh = PfM18AAP inhibitors, malaria aminopeptidase, primary screen, biochemical, QFRET, recombinant enzyme; M18 aspartyl aminopeptidase (Plasmodium falciparum 3D7); H-Glu-NHMec fluorogenic cleavage; inhibition, % at 7.35 µM; hit rate 1.2% among 290,000;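 active = inhibition above the campaign mean inhibition over all tested compounds plus 3 SD, cut at about 28% in these data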;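 also: 0% = plate median of test compound wells and 100% = 2 mM ZnCl2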
MEKK2 WT-MEK5 = modulators of MEK5 binding to wildtype MEKK2, primary screen, biochemical, multiplex bead flow cytometry, Alexa488-MEK5 | hit rate 1.1% among 290,000 | binding response (% of control), % at 10 µM | Alexa488-MEK5 binding to MEKK2 WT; actives lie on both sides; in the data active = binding response below about 67% or above about 130%
MEKK2mut PB1 HTS = MEK5 binding signal on mutant MEKK2 PB1, primary screen, biochemical, multiplex bead flow cytometry, Alexa488-MEK5; Alexa488-MEK5 binding to MEKK2 mutant; percent response, % at 10 µM; hit rate 0.35% among 290,000; AID 1530, 2009; in the data active = percent response above about 24%, passing the limit was not always enough; also: inactives centre near 1; some results filed as inactive read as strong as hits
FID counter = compounds displacing fluorescent DNA intercalator, primary screen, artefact control for HCV NS3 helicase inhibitor project, biochemical, FID fluorescence | DNA fluorescent intercalator displacement | inhibition, % at 7.9 µM | hit rate 0.17% among 290,000; in the data active = inhibition above about 37%;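 also: 0% = vehicle and 100% = reference compound; higher means more ethidium bromide displaced from hairpin DNA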
IMP-1 inhibitor = IMP-1 metallo-beta-lactamase inhibitors, primary screen, biochemical, epi-absorbance readout, Pseudomonas aeruginosa enzyme. metallo-beta-lactamase IMP-1 (Pseudomonas aeruginosa). hit rate 0.45% among 290,000. purified IMP-1, nitrocefin hydrolysis, epi-absorbance fluorescence. inhibition, % at 5.6 µM;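 active = inhibition above the mean plus 3 SD of all compounds in the same screening run, cut at about 4.5% in these data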;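 also: 0% = IMP-1 with DMSO and 100% = DMSO wells lacking enzyme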
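System: Purified recombinant IMP-1 metallo-beta-lactamase enzyme | Measured by: Fluorescence quenching readout, ex 480/em 530 nm | Replication: Singlicate | Incubation: 15 min preincubation plus 25 min reaction at 25 °C | Evaluation: Percent inhibition from optical density relative to buffer-blank wells | Benchmarks: DMSO with and without IMP-1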
VIM-2 inhibitor = VIM-2 metallo-beta-lactamase inhibitors, primary screen, biochemical, epi-absorbance readout, Pseudomonas aeruginosa enzyme. purified VIM-2, nitrocefin hydrolysis, epi-absorbance fluorescence. inhibition, % at 5.6 µM. hit rate 0.89% among 290,000. AID 1527, 2009;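 active = inhibition above the mean of all tested compounds plus 3 SD, cutoff set per screening run, cut at about 7.5% in these data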;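 also: red hydrolysis product quenches plate fluorescence so inhibitors raise well fluorescence; 0% = enzyme with DMSO and 100% = DMSO without enzyme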
NS3 helicase inh = inhibitors of HCV NS3 helicase, primary screen, biochemical, Cy5 molecular beacon fluorescence; NS3 helicase DNA unwinding; hit rate 0.56% among 290,000; Hepatitis C virus NS3 helicase; AID 1800, 2009; inhibition, % at 10.9 µM;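 active = inhibition above the mean of all tested compounds plus 3 SD, set per campaign, cut at about 35% in these data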;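 also: 0% = DMSO wells and 100% = thioflavine S control wells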
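System: HCV NS3 helicase fragment; control set: DMSO and thioflavine S; technique: Cy5 fluorescence at 0 and 60 min, beacon hairpin quenching; reagent: beacon DNA duplex substrate plus ATP; replicates: singlicate; schedule: 1 h reaction at 25 °C, ATP-initiated; medium: MOPS buffer pH 6.5 with MgCl2, DTT, Tween20, BSA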
SUMO HTRF inh = inhibitors of in vitro SUMOylation cascade, primary screen, biochemical, HTRF, uHTS; HTRF SUMOylation assay, SAE1/SAE2 + UBC9; inhibition, % at 35 µM; hit rate 0.36% among 290,000; SUMO-conjugating enzyme UBC9 (Homo sapiens), P63279; in the data active = inhibition above about 50%, passing the limit was not always enough; also: strong numbers were not always called active
Target sequence (P63279 whole entry, looked up): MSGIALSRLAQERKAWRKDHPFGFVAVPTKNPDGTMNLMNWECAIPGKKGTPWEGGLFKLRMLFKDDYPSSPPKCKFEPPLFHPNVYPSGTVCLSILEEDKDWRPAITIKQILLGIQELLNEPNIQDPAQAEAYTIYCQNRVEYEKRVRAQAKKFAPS
NALP1 yeast inh = NALP1 inflammasome inhibitors in reconstituted yeast, colorimetric, S. cerevisiae, triplicate retest; S. cerevisiae NALP1/ASC/caspase-1 growth, X-gal OD620, 72 h; inhibition, % at 10 µM; hit rate 0.61% among 280,000; AID 2071, 2009; in the data active = inhibition mostly above about 24%, no sharp cut-off; inactive = mostly below about 32%; also: some compounds called inactive have numbers as strong as hits
* hit, by the source's call; x = no result given; [ ] = another dose, or the depositor's remark.

SMILES	PfM18AAP inh	MEKK2 WT-MEK5	MEKK2mut PB1 HTS	FID counter	IMP-1 inhibitor	VIM-2 inhibitor	NS3 helicase inh	SUMO HTRF inh	NALP1 yeast inh
Cc1c(NC(=O)CSc2ncn[nH]2)c(=O)n(-c2ccccc2)n1C	3	90	3	1	-2.1	-2.8	6	-16	-8
Cc1ccccc1NC(=O)c1sc(Cl)nc1C	2	97	0	2	-3.9	-2.6	-4	19	17
COCCNC(=O)CN(C)S(=O)(=O)c1ccc(Br)cc1	-11	94	-3	-3	-1.9	-2.7	-2	5	30
CCn1cc(C(=O)NC(=S)Nc2sc3c(c2C(=O)OC)CCCCCC3)cn1	0	115	19	1	-0.8	0.0	0	-8	4
CCOC(=O)N1CCC(NC(=O)C2CCCN(S(=O)(=O)c3cccnc3)C2)CC1 (stereo not drawn)	0	110	9	-10	0.1	1.1	-2	5	22
O=C(CN1C(=O)COCC1=O)N1CCOCC1	-3	101	-3	2	-1.3	-1.9	1	22	8
O=C(Nc1ccccc1)Nc1nnc(Cc2ccc(F)cc2)s1	13	104	-2	-20	-0.7	0.6	5	-3	6
COC(=O)c1cc(-c2ccc(OC)cc2)nc2nc(SC)[nH]c(=O)c12	-9	90	-5	2	2.1	1.8	1	35	16
CCOC(=O)c1ccc(S(=O)(=O)Nc2cc(C(C)(C)C)no2)cc1	2	90	-3	-31	0.6	-3.8	18	5	-2
CN(CCOc1ccccc1)CC(O)COCc1ccccc1F (stereo not drawn)	1	106	5	7	-3.1	-4.2	6	-15	2
CN1CCN(C(=O)c2cnn3c(C(F)(F)F)cc(-c4ccc5c(c4)OCO5)nc23)CC1	4	103	-2	1	-3.3	2.9	-5	20	19
Cc1ccc(OCC(=O)OCC(=O)Nc2sccc2C(N)=O)cc1C	-5	107	16	4	-2.4	-2.9	7	-5	9
CNC(=O)CSc1nc(-c2ccccc2)c(-c2ccccc2)o1	-16	107	0	-19	-0.8	0.9	-12	10	-10
CSc1cccc(CN2CCC(CO)(Cc3cccc(C(F)(F)F)c3)CC2)c1	2	138*	17	21	-2.6	-0.9	-53	-7	-11
Cc1nc(NC(=S)NC(=O)c2cccs2)sc1C(=O)N(C)C	-7	103	8	-3	-0.3	-2.0	0	23	8
CC(=O)Nc1ccc(NC(=O)COc2ccc([N+](=O)[O-])cc2)cc1	-2	98	-9	9	-0.6	-1.1	15	15	4
O=C(N/N=C/c1ccccc1O)C1CC(=O)N(c2ccc(Cl)cc2)C1 (stereo not drawn)	8	98	-4	-23	-1.1	-4.0	1	7	32
Cc1ccc(NC(=S)NCCc2ccccc2)nc1	29*	94	-4	-18	-5.1	-7.5	-21	12	-5
O=C(CSc1n[nH]c(-c2cccnc2)n1)Nc1cccc(Cl)c1	0	101	1	-2	-2.6	-5.9	4	5	12
COc1ccc(OC)c(NC(=O)CC(NC(C)=O)c2ccccc2)c1 (stereo not drawn)	2	93	-15	-7	-2.4	-1.3	7	-4	-12
O=S(=O)(NCCc1csc(-c2cccnc2)n1)c1ccc(F)cc1	4	102	10	-18	-1.3	0.2	0	7	2
COc1ccc(CNC(=O)CCc2nnc3ccc(NCCCN4CCCC4=O)nn23)cc1	-6	97	7	-28	-3.6	-2.6	-12	20	-1
CCSCc1nnc(SCC(=O)Nc2nc(C)cs2)n1C	-5	96	-3	-9	-0.2	0.7	5	1	41*
Cc1cc(C)c2nc(-c3ccncc3)cc(C(=O)N3CCN(Cc4ccccc4Cl)CC3)c2c1	9	99	9	-26	0.6	-2.4	-34	-14	5
O=C(OCC(=O)N1CCCC1)c1cc(Cl)ccc1Cl	0	101	-6	-9	-0.8	-0.3	-6	-4	30
CCC(C)(C)NC(=O)C(c1ccc(OC)cc1)N(Cc1ccc(OC)cc1)C(=O)CCC(=O)Nc1cc(C)on1 (stereo not drawn)	1	103	2	-46	-3.9	-3.0	-6	0	0
Cc1ccc(C(=O)NCCCNc2ccccc2[N+](=O)[O-])cc1	3	95	2	-2	-4.1	-5.2	0	-2	19
O=[N+]([O-])c1cc(-c2cnc3ccccc3n2)ccc1Oc1ccc(F)cc1	-8	95	1	1	-5.5	-2.5	-6	-15	-8
O=C(CSc1cn(CCNC(=O)c2cccs2)c2ccccc12)NCC1CCCO1 (stereo not drawn)	3	115	7	-3	-1.8	-2.8	-5	-3	x
COc1ccc(-n2c(SCC(=O)Nc3ccc(C(=O)O)cc3)nnc2-c2ccccc2)cc1OC	-2	99	-8	-30	-1.4	2.1	5	29	16
COc1ccc(CNCc2ccc3ccccc3c2)c(OC)c1	6	120	4	20	-1.5	-1.3	-57	-6	2
O=C(CCC1COc2ccccc2O1)NC1CCCCC1 (stereo not drawn)	-3	103	9	-9	-2.6	-2.0	-2	-16	41*
COc1cc(OC)c(C(=S)N2CCCC2)cc1OC	6	106	3	1	-1.5	2.3	5	13	24
Cc1nc(S(=O)(=O)c2cccc(Cl)c2)nc2c1CCC2	-8	x	x	-1	-1.2	-2.2	4	-5	3
CC1CN(C(=O)CCC(=O)NCCCc2ccccc2)c2ccccc2O1 (stereo not drawn)	-1	98	2	-35	-1.9	-4.3	3	-6	-14
Nc1nnn(CC(=O)N/N=C/C=C/c2ccccc2)n1	0	101	6	-6	-2.0	-5.1	-14	4	x
O=C(c1cc(=O)[nH]c2ccccc12)N1CCN(c2cccc(C(F)(F)F)c2)CC1	2	101	2	-26	-2.8	-2.3	1	8	14
COc1ccc(C2CC(=O)c3cnc(NC(=O)c4cc(OC)cc(OC)c4)nc3C2)cc1 (stereo not drawn)	0	96	-4	-13	-0.3	-1.3	-5	10	12
Cc1ccccc1OCCCC(=O)Nc1ccccc1C(F)(F)F	0	96	-5	-14	-1.0	0.3	-2	-5	-6
Cc1cc(C)cc(NC(=O)C2C3C=CC4(O3)C2C(=O)N(CCCN(C)C)C4C(=O)NC2CCCC(C)C2C)c1 (stereo not drawn)	1	102	3	9	-7.0	-2.5	-13	-2	2
O=C(CN(Cc1ccc(Br)cc1)S(=O)(=O)c1ccccc1)NCc1cccnc1	1	107	6	-15	-2.0	-2.6	-4	12	20
CCOC(=O)c1c(S(=O)(=O)Nc2ccccn2)c(C)n(C)c1C	0	100	0	-10	-2.5	-1.8	0	-6	18
COc1ccc(-c2noc(CN(C(=O)c3c(-c4ccccc4Cl)noc3C)C(C)C)n2)cc1	-3	100	1	-33	0.7	-8.4	-9	5	13
O=C(NN1CCOCC1)c1cc(-c2ccc(Br)cc2)nc2ccccc12	-11	96	-1	-2	-2.1	1.1	2	7	23
COCC1CCN(Cc2cn[nH]c2-c2ccc(OC)c(F)c2)C1 (stereo not drawn)	13	106	2	-2	-4.0	-2.0	-13	-1	-16
CCC(=O)Nc1ccc(Br)cn1	-1	94	-6	0	-1.9	-2.5	-4	2	4
CCc1ccccc1NC(=O)CCCN1C(=O)c2cccnc2C1=O	-2	103	4	-3	-1.6	-1.7	-3	11	30
CCOc1ccc2c(c1)nc(C)n2C	-3	101	3	-3	-1.4	-2.2	-3	6	2
OC1(c2cccc(C(F)(F)F)c2)CCN(Cc2nnnn2Cc2ccccc2)CC1	-1	98	-3	-13	-1.5	-2.1	-8	-1	10
COc1cc(C(=O)OCCN2CCOCC2)ccc1O	4	109	3	4	-2.0	-3.6	3	28	9
CC1CCN(C(=O)CCc2nc3cc(S(=O)(=O)N(C)C)ccc3n2C)CC1	2	96	-6	-19	-2.5	-0.6	3	-7	-14
COCC1=C(C(=O)OC)C(c2ccco2)n2ncnc2N1 (stereo not drawn)	7	90	-29	1	-0.8	0.1	1	14	8
CC(OC(=O)c1cccs1)C(=O)NCCc1ccccc1 (stereo not drawn)	-2	102	4	-11	-3.7	-1.0	5	-5	-9
CCn1cc(CN2N=C(C)CC2c2ccccc2)c(C)n1 (stereo not drawn)	1	103	4	-10	-3.9	-4.0	4	14	11
CCOC(=O)c1c(NC(=O)CN2CCOCC2)sc2c1CC(C)(C)OC2	-6	4.0*[inhibitor]	-20	-21	-2.9	-3.1	-4	12	24
CCCCc1nc2ccccc2n1CC(=O)NN	0	78	4	-9	-2.7	-4.8	-2	-6	27
CCOC(=O)c1nnn(-c2nonc2N)c1-c1ccc(Br)cc1	-2	89	-3	-18	-2.3	-2.1	7	-14	1
NC(=O)[C@@H]1CCOc2c(F)cc([N+](=O)[O-])cc2C(=O)N[C@@H](CO)C(=O)NCC(=O)N1	-1	96	3	-9	-4.2	-5.0	10	-10	16
COc1cccc2cc(-c3nnc(SCC(=O)NCCc4ccccc4)n3C)oc12	-3	107	1	-8	-7.0	-3.3	-1	-20	16
O=C(NCCOC(=O)c1ccccc1C(=O)OCCNC(=O)c1cccnc1)c1cccnc1	-1	74	-16	-8	0.4	-2.2	7	16	0

Six compounds picked at random from the list so far:
SMILES	PfM18AAP inh	MEKK2 WT-MEK5	MEKK2mut PB1 HTS	FID counter	IMP-1 inhibitor	VIM-2 inhibitor	NS3 helicase inh	SUMO HTRF inh	NALP1 yeast inh
OC1(c2cccc(C(F)(F)F)c2)CCN(Cc2nnnn2Cc2ccccc2)CC1	-1	98	-3	-13	-1.5	-2.1	-8	-1	10
CCCCc1nc2ccccc2n1CC(=O)NN	0	78	4	-9	-2.7	-4.8	-2	-6	27
O=C(NCCOC(=O)c1ccccc1C(=O)OCCNC(=O)c1cccnc1)c1cccnc1	-1	74	-16	-8	0.4	-2.2	7	16	0
CCOC(=O)c1nnn(-c2nonc2N)c1-c1ccc(Br)cc1	-2	89	-3	-18	-2.3	-2.1	7	-14	1
CCOC(=O)c1c(NC(=O)CN2CCOCC2)sc2c1CC(C)(C)OC2	-6	4.0*[inhibitor]	-20	-21	-2.9	-3.1	-4	12	24
CCn1cc(CN2N=C(C)CC2c2ccccc2)c(C)n1 (stereo not drawn)	1	103	4	-10	-3.9	-4.0	4	14	11

(listing goes on)
SMILES	PfM18AAP inh	MEKK2 WT-MEK5	MEKK2mut PB1 HTS	FID counter	IMP-1 inhibitor	VIM-2 inhibitor	NS3 helicase inh	SUMO HTRF inh	NALP1 yeast inh
Cn1c(CNC(=O)c2ccccc2F)nnc1SCc1ccc(Cl)cc1	-2	100	6	-14	-1.8	-1.1	-23	15	8
CC(C)C(=O)N1CCN(CCN2C(=O)c3cccc4cccc(c34)C2=O)CC1	-3	102	2	-24	-2.2	1.2	1	-2	18
CNCCCOc1ccc(C(C)(C)c2ccccc2)cc1	0	x	x	17	-4.6	-2.8	-21	-4	15
CC(=O)Oc1ccccc1C1=NN(C(=O)/C=C/c2ccccc2)C(c2ccccc2)C1 (stereo not drawn)	-2	108	4	1	-3.0	-0.8	4	-9	12
